# FBW7 act: activators of human E3 ligase FBW7 | 0.13% of 650,000 active | AlphaScreen FBW7–phospho-cyclin E peptide binding, activator screen | Q969H0 | normalized activity (activation), % at 26.1 µM | AID 1259310; in the data active means normalized activity above about 1.9%;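 further: purified mutant Fbw7 with reduced substrate affinity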
# MITF inh: human MITF inhibition, primary screen; O75030; AlphaScreen MITF homodimerization, bead proximity signal; inhibition, % at 2.6 µM; 0.91% of 650,000 active; AID 1259374; in the data active means inhibition above about 50%;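 further: 0% = vehicle wells with protein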
# GPR151 ag: activates the human receptor GPR151. Q8TDV0. PathHunter beta-arrestin GPR151 cells, luminescence. activation, % at 11.2 µM. 1% of 650,000 active. AID 1508602; in the data active means activation above about 4.9%;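 further: 0% = median of compound wells and 100% = cells with positive control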
# Target sequence (Q8TDV0 whole entry, looked up): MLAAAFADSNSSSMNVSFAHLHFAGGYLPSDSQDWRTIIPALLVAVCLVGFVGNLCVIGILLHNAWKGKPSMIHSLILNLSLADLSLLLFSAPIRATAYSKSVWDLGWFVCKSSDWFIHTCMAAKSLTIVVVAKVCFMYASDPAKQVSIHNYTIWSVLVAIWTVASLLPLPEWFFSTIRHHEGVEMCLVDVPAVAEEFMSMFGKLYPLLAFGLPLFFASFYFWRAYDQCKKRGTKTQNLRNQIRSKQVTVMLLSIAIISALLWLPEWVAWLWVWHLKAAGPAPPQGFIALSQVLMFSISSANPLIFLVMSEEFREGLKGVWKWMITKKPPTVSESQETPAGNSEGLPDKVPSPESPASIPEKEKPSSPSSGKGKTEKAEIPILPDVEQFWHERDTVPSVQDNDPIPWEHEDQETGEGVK
# TEAD-YAP inh: TEAD-YAP interaction inhibition; HEK-TIYL cells, TEAD-Gal4/YAP UAS-luciferase luminescence; inhibition, % at 9.12 µM; 1.4% of 640,000 active; AID 1259422; in the data active means inhibition above about 32%;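 further: 0% = median of test compound wells and 100% = reference inhibitor wells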
# The depositor's hits bear a star; & = joins results of further samples. The order is random; any-hit rate near 3.5%.
SMILES,FBW7 act,MITF inh,GPR151 ag,TEAD-YAP inh
Cc1ccc(NC(=O)c2cc(NC(=O)CCCC(=O)O)ccc2Cl)cc1Cl,-0.1,-3,-0.5,2
COc1ccc(NS(=O)(=O)c2ccc3c(c2)NC(=O)CC(=O)N3)cc1OC,-0.1,11,-0.1,6
COc1cccc(NC(=O)CCN2CCCC(C)C2)c1 (stereo not given),0.0,-12,-1.0,-11
Cc1ccc2nc(-c3ccc(NC(=O)CCCOc4ccccc4C)cc3)sc2c1,0.8,9,-1.6,-27
O=C(Cc1ccc(Cl)cc1)Nc1cc(F)cc(F)c1,0.1,0,0.0,-9
COc1cc(CN2CCC(C3(CCC(C)C)NC(=O)NC3=O)CC2)cc2c1OCO2 (stereo not given),0.0,2,0.5,12
COc1ccc(N(C)C(=O)Nc2ccc3c(c2)nc(C)n3C)cc1,0.9,11,-0.6,4
O=C(NCc1ccco1)c1ccc(-c2cc3ccccc3oc2=O)cc1,-0.4,2,0.1,8
COc1ccc(N2CCCC2=O)cc1,-0.1,-4,-0.8,-6
CC1CCN(S(=O)(=O)c2ccc3[nH]cc(C(=O)NCCCN4CCOCC4)c(=O)c3c2)CC1,0.5,13,-0.1,-1
CC(=O)Nc1cc2c(cc1N)OCCO2,1.1,2,0.1,-38
COc1ccccc1-n1c(SCC(=O)Nc2nc3ccccc3s2)nc2c(c1=O)SCC2,-0.1,14,-0.4,8
COc1ccc(C(C)(C)C)cc1NC(=O)C1CCCO1 (stereo not given),0.1,8,2.3,-1
Cc1ccc(N=C2NC(=O)/C(=C\c3ccc(-c4ccc(Cl)c(C(=O)O)c4)o3)S2)c(C)c1,0.0,4,0.4,0
CCn1nnnc1-c1ccc(OC)c(S(=O)(=O)Nc2ccc(OC)cc2)c1,0.1,1,-0.6,1
O=C(NCc1ccccc1)c1cc(N2CCOCC2)nc2ccccc12,0.1&0.0,1&6,0.5&-0.6,-15&5
O=C(C1CC(Cc2ccccc2)=NO1)N1CCC(Sc2ccc(F)cc2)CC1 (stereo not given),-0.1,5,2.2,12
Cc1c(CNC2CCN(c3ccc(CC(=O)N4CCC(O)CC4)cc3)CC2)cnn1C,0.2,11,-0.6,0
C/C(=N/NC(=O)COc1ccccc1C)c1cc(O)ccc1O,0.6,-4,0.7,-2
CCCOc1ccc(CNC(=O)Nc2cccs2)cc1,-0.1,6,0.9,-7
COc1ccc(-c2[nH]nc3nc(-c4cccnc4)ccc23)cc1OC,-0.1,-9,0.5,-3
Cc1ccsc1-c1ncnn1-c1ccccc1,-0.2,2,-1.0,-1
CC1CCC2(CC1)NC(C(=O)O)CS2 (stereo not given),0.0,-24,-0.3,3
O=S1(=O)CC(N2CCOCC2)C(N2CCOCC2)C1 (stereo not given),0.3,7,1.2,-2
Cc1c2cnn(CC(=O)O)c(=O)c2c(C)n1Cc1ccccc1F,0.0,-4,0.9,7
CC1(C)CC(CCNC(=O)CCc2nnc(-c3ccsc3)o2)(c2ccccc2)CCO1 (stereo not given),-0.1,-3,-1.1,0
COc1cccc(C(=O)NCc2ccc(F)cc2)c1OC,-0.2,0,-2.4,-5
c1ccc2c(c1)ncn2CNn1cnnc1,-0.1,9,3.2,2
O=c1c2cc(N3CCOCC3)ccc2[nH]c(=S)n1Cc1ccccc1,0.1,-10,-1.7,4
O=C(Nc1ccc2oc(-c3cccc(F)c3)nc2c1)c1cc([N+](=O)[O-])ccc1Cl,0.2,13,-0.1,37*
COCCn1cc(C(=O)NCc2cccnc2)c2c3ccccc3n(C)c2c1=O,0.0,-9,-0.8,-7
O=C(O)CC/C(=N\NS(=O)(=O)c1ccccc1)c1ccccc1,0.1,-4,-0.8,-1
C=CCNC(=O)c1ccccc1NC(=O)CN(c1ccccc1F)S(C)(=O)=O,0.2,13,-1.4,0
CC(C)(C)c1ccc(Oc2coc3cc(OCC#N)ccc3c2=O)cc1,-0.1,0,0.8,3
Cc1nc(Cl)c(C#N)c(C)c1[N+](=O)[O-],0.0,4,0.5,13
C/C(CC(=O)Nc1cccc(Cl)c1C)=N\NC(=O)Cc1csc(N)n1,-0.3,3,0.0,-11
O=C1Cc2cc3ccccc3cc2C2(CCN(Cc3cc(F)c(F)c(F)c3)CC2)N1,-0.3,11,2.6,-14
COc1ccc(CNC(=O)c2cccc3ccccc23)cc1,0.1,5,0.1,4
CC(C)(C)n1nc2c(c1NC(=O)c1ccc(Cl)cc1Cl)CSC2,0.0,0,-0.4,1
Cc1cnc(N2CCCC2CO)nc1NCc1cccnc1 (stereo not given),0.3,24,0.5,-6
CC(=O)Nc1ccc(Nc2nc(N3CCc4ccccc4C3)nc3c2ncn3C(C)C)cc1,-0.4,5,-0.8,8
CC(C)c1cc(C(C)C)c(S(=O)(=O)N2CCCCCC2)c(C(C)C)c1,0.0,-17,0.1,11
CCCCC(=O)Nc1nn2c(-c3ccc(C)cc3)nnc2s1,-0.1,0,2.0,0
N#Cc1nc(Sc2ccccc2)nc(N2CCOCC2)n1,0.0,1,0.1,0
Cc1ccc2cc(NC(=O)c3ccccc3F)ccc2n1,-0.1,0,-4.1,5
COc1cccc(/C=N\NC(=O)Cn2c(-c3nonc3N)nc3ccccc32)c1OC,0.1,17,0.2,11
CCN(CC)C(=O)C1CCCN(c2nc3ncnc(NCCN4CCOCC4)c3[nH]2)C1 (stereo not given),-0.1,4,0.2,-5
COc1cc2oc(C(=O)O)c(C)c2cc1Br,-0.1,16,1.5,10
O=[N+]([O-])c1ccc(/C=C/C=N/n2c(-c3ccccc3)n[nH]c2=S)o1,0.2,20,1.0,24
CCc1nnc(SCC(=O)NC2CCCCC2)nc1CC,-0.1,4,-0.1,7

# 5 neighbouring compounds from above:
SMILES,FBW7 act,MITF inh,GPR151 ag,TEAD-YAP inh
COc1cccc(/C=N\NC(=O)Cn2c(-c3nonc3N)nc3ccccc32)c1OC,0.1,17,0.2,11
CCN(CC)C(=O)C1CCCN(c2nc3ncnc(NCCN4CCOCC4)c3[nH]2)C1 (stereo not given),-0.1,4,0.2,-5
COc1cc2oc(C(=O)O)c(C)c2cc1Br,-0.1,16,1.5,10
O=[N+]([O-])c1ccc(/C=C/C=N/n2c(-c3ccccc3)n[nH]c2=S)o1,0.2,20,1.0,24
CCc1nnc(SCC(=O)NC2CCCCC2)nc1CC,-0.1,4,-0.1,7

# Later entries:
SMILES,FBW7 act,MITF inh,GPR151 ag,TEAD-YAP inh
CCC(C)n1cc(/C=C2/NC(=O)N(CC(=O)Nc3ccc(C)cc3)C2=O)c2ccccc21 (stereo not given),-0.1,13,-0.3,11
O=C(N/N=C/c1ccc2ncccc2c1)c1ccco1,0.0,11,-8.8,41*
N#CC1=C(SCc2ccc(Cl)cc2)NC(=O)CC1c1cccs1 (stereo not given),-0.2,-5,2.2,-12
CCOC(=O)c1c(NC(=O)c2cc(-c3ccc4c(c3)OCO4)on2)sc(C(C)=O)c1C,0.0,3,-0.1,0
O=C(NC1CCc2ccccc21)c1ncoc1-c1ccccc1 (stereo not given),0.3,8,-0.6,-19
COc1ccc(Cl)cc1C(=O)NCc1nc(-c2ccccc2)no1,-0.1,-6,-0.9,-3
Cc1cccc(NC(=O)C2C3C=CC4(O3)C2C(=O)N(C2CCCCC2C)C4C(=O)NC2CCCCC2C)c1 (stereo not given),0.1,18,1.3,9
O=C(NCCN1CCCC1)c1cccc(Br)c1,-0.1,-7,2.6,-4
Cc1ccc(Nc2ccn3ncc(-c4cccc(F)c4)c3n2)cc1NS(C)(=O)=O,0.8,14,-0.2,4
COCCn1c(-c2cccc(C)c2)nc(=S)c2c1CCCC2,0.0,9,-0.7,2
O=C(O)c1cc(Oc2ccc([N+](=O)[O-])cc2)c2ccccc2c1O,0.0,3,0.1,-3
CCCOc1ccc(C2C(C(=O)OCCOc3ccccc3)=C(C)NC3=C2C(=O)CC(c2ccccc2)C3)cc1OC (stereo not given),0.5,-7,-0.8,9
CCCN1CCCc2cc(CCNS(=O)(=O)c3ccc(NC(C)=O)cc3C)ccc21,-0.1,6,0.1,-6
CC(=O)Nc1c(C(C)=O)oc2ccccc12,0.0,-7,-0.2,1
CCn1nc(C)c([C@@H]2C[C@H]3CN(C4Cc5ccccc5C4)C(=O)[C@]34CCCN24)c1C,0.1,3,-0.5,-3
CCN(CC)C(=O)Cn1cnc2sc(C(=O)N3CCC(C(N)=O)(N4CCCCC4)CC3)c(C)c2c1=O,-0.1,6,-0.6,-9
CCCCN(C)CCCNC(=O)CN1C(=O)COc2ccc(C(C)(C)C)cc21,-0.1,-8,1.4,-1
CC(=O)Oc1ccc(C(=O)Nc2cccc(C(=O)NC(C)(C)C)c2)cc1,-0.1,-1,1.6,12
COc1cccc(-c2cn3c(n2)sc2cc(C(=O)O)ccc23)c1,0.9,17,-5.2,4
Cc1cc(C)c(NCC(=O)NN)c(C)c1,0.3,14,-0.6,-11
Cc1ccccc1N1OC2C(=O)N(c3ccc(F)cc3)C(=O)C2C1c1ccccn1 (stereo not given),0.7,9,0.0,-4
CC1CCN(C(=O)C2=CC(c3ccc(F)cc3)=NS(=O)(=O)N2C)C2CCCCC12 (stereo not given),0.1,0,2.0,-8
CCOC(=O)c1c(C)c(C(=O)NC2CCCCC2C)c(C)n1C (stereo not given),0.1,-2,0.6,-4
COc1ccc(C(=O)N2CCN(c3ccc([N+](=O)[O-])c(NCCc4ccc(OC)c(OC)c4)c3)CC2)cc1Cl,-0.2,-1,-1.6,59*
CCCCCCNC(=O)c1c[nH]c2ccc(S(=O)(=O)N3CCCCC3c3cccnc3)cc2c1=O (stereo not given),0.3,8,-0.8,3
COC(=O)c1sccc1N/N=C(/C)c1ccc(Cl)s1,-0.1,-16,2.1,6
Cc1nn(CC(=O)N2CC(C)CC(C)C2)c(=O)c2c1sc1ccccc12 (stereo not given),-0.1,11,-1.1,8
Cc1ccc(N2C(=O)c3cccc(Cl)c3C2=O)cc1,0.0,8,2.8,4
O=C(O)c1cc(-c2ccccc2)n(-c2ccc(Cl)cc2)n1,0.1,9,0.3,-1
Cc1nc(N(C)c2ccc(C(C)C)cc2)c2c(C)c(C(=O)N3CCCCC3)sc2n1,0.4,11,-0.2,-13
O=C(Nc1ccc(Cl)cc1)c1ccc(=O)oc1,0.0,14,-1.1,8
COc1ccc(Cl)cc1Nc1nnc(-c2cc3c(ccc4ccccc43)oc2=O)s1,-0.1,-6,-0.3,0

# Six compounds picked at random from those above:
SMILES,FBW7 act,MITF inh,GPR151 ag,TEAD-YAP inh
O=C(Cc1ccc(Cl)cc1)Nc1cc(F)cc(F)c1,0.1,0,0.0,-9
CC(=O)Nc1ccc(Nc2nc(N3CCc4ccccc4C3)nc3c2ncn3C(C)C)cc1,-0.4,5,-0.8,8
CC(=O)Nc1cc2c(cc1N)OCCO2,1.1,2,0.1,-38
COc1cccc(C(=O)NCc2ccc(F)cc2)c1OC,-0.2,0,-2.4,-5
COc1ccc(C(=O)N2CCN(c3ccc([N+](=O)[O-])c(NCCc4ccc(OC)c(OC)c4)c3)CC2)cc1Cl,-0.2,-1,-1.6,59*
CC1CCN(S(=O)(=O)c2ccc3[nH]cc(C(=O)NCCCN4CCOCC4)c(=O)c3c2)CC1,0.5,13,-0.1,-1

# From PubChem BioAssay
